# RGS4 inhibitor = Inhibitors of Regulator of G Protein Signaling (RGS) 4: qHTS; 390,000 compounds, 0.039% hits; Potency, µM (titrated, usually from 114 µM), inactives show at the highest dose activity change, negative = inhibition, usual class: inhibitors; AID 504845, 2011; Regulator of G-protein signaling 4 (Homo sapiens), P49798; Transcreener GDP fluorescence polarization, RGS4-accelerated GTP hydrolysis; note: potency is the fitted concentration of half-maximal effect; % is set by controls: 0 for no effect and ±100 for the full control effect; nearly all actives have a fitted effect of over 75% in size; some results filed as inactive show a strong effect at the top dose
# Target sequence (P49798 whole entry, looked up): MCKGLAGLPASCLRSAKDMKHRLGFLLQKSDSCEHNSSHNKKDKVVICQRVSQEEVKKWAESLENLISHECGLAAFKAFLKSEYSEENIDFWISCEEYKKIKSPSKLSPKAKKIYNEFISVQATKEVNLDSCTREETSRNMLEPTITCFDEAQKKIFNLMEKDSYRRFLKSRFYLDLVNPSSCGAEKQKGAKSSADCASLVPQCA
#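 MLSMR compounds (23 nl, pin-transferred) preincubated 10 min at room temperature with a 500nM (2x) first reagent, then RGS4 at 900nM (2x) plus Transcreener GDP mix added; fluorescence polarization (620/688 nm) read before and after 90 min at 30 °C.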
# TrxR1 substrate = qHTS Assay for Substrates of Mammalian Selenoprotein Thioredoxin Reductase 1 (TrxR1): qHTS; Potency, µM (doses to about 114 µM), inactives show at the highest dose activity change, negative = substrate turnover; purified TrxR1 substrate turnover, NADPH consumption readout; Thioredoxin reductase 1, cytoplasmic (Rattus norvegicus), O89049; 390,000 compounds, 0.01% hits; AID 588456, 2011; note: potency is the fitted concentration of half-maximal effect; % is set by controls: 0 for no effect and ±100 for the full control effect; nearly all actives have a fitted effect of over 50% in size
#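 Rat TrxR1, dispensed at 90 nM, was prereduced with 400 uM NADPH (final) for 5 min at ~22 deg C, then incubated with compound 15 min before 400 uM selenite. A first-read NADPH fluorescence drop versus no-compound background flagged substrates.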
# TrxR1 inh = qHTS Assay for Inhibitors of Mammalian Selenoprotein Thioredoxin Reductase 1 (TrxR1): qHTS. 390,000 compounds, 1% hits. AID 588453, 2011. Potency, µM (doses to about 114 µM), inactives show at the highest dose activity change, negative = inhibition, usual class: inhibitors. Thioredoxin reductase 1, cytoplasmic (Rattus norvegicus), O89049. recombinant rTrxR1, NADPH fluorescence consumption, selenite substrate; note: potency is the fitted concentration of half-maximal effect; % is set by controls: 0 for no effect and ±100 for the full control effect; nearly all actives have a fitted effect of over 65% in size
#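 Rat TrxR1 (90 nM in the dispensed reagent) was pre-reduced with 400 uM NADPH for 5 min at room temperature, then incubated with compound for 15 min. After 400 uM selenite was added, NADPH fluorescence (Ex 340/Em 450 nm) was followed for 8 min.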
# Vif-A3G inh = qHTS for Inhibitors of Vif-A3G Interactions: qHTS; DNA dC->dU-editing enzyme APOBEC-3G (Homo sapiens), Q9HC16; HeLa A3G-eYFP + Vif (tagged APOBEC3G with the HIV-1 protein that degrades it), YFP fluorescence, overnight; Potency, µM (top dose mostly 46.1 µM), inactives show at the top dose activity, negative = active, actives largely listed as inhibitors; 410,000 compounds, 0.076% hits;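 note: potency is the fitted concentration of half-maximal effect; % is set by controls: 0 for no effect and ±100 for the full control effect; nearly all actives have a fitted effect of over 60% in size; hits raise eYFP signal because A3G escapes Vif-driven loss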
#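 Read-out is eYFP fluorescence (Ex 488/Em 500-530) from Vif-expressing HeLa A3G-eYFP cells; more signal means A3G escaped Vif-mediated degradation. Cells plated overnight, compound pinned in, incubated overnight at 37 deg C.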
# Glioma ERSR ind = qHTS for Inducers of the Endoplasmic Reticulum Stress Response (ERSR) in Human Glioma: qHTS; U87-MG GRP78 promoter luciferase reporter, 16 h; AID 602332, 2012; 420,000 compounds, 0.02% hits; Potency, µM, for inactives: at the top dose activation, hits mostly activators; note: potency is the fitted concentration of half-maximal effect; series mostly up to about 76 µM; % of control where 0% means no effect; nearly all actives have a fitted effect of over 35% in size
#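 Stably transfected U87-MG human glioma cells carrying a GRP78-based luminescent sensor were seeded at 1000 cells/well, pin-dosed with compounds and incubated 16 h. Luciferase reagent was then added, and end-point luminescence was read after 10 min at room temperature.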
# Vif-A3F inh = qHTS for Inhibitors of Vif-A3F Interactions: qHTS | Potency, µM (highest dose often 46.1 µM), inactives show at the highest dose activity, negative = active | AID 602313, 2012 | HeLa A3F-eYFP + Vif (tagged APOBEC3F with the HIV-1 protein that degrades it), YFP fluorescence increase | 390,000 compounds, 0.2% hits; note: potency is the fitted concentration of half-maximal effect; % of control where 0% means no effect; nearly all actives have a fitted effect of over 65% in size
#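 HeLa cells stably expressing Vif plus C-terminally eYFP-tagged A3F were seeded, incubated overnight at 37 deg C, dosed with compound, incubated overnight again at 37 deg C. Yellow fluorescence (Ex 488/Em 500-530) reported blocked Vif-mediated A3F-eYFP degradation.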
# LDHA inh = qHTS assay for inhibitors of human lactate dehydrogenase. purified LDHA, NADH/diaphorase-resazurin fluorescence; stronger effect = lower value. activity change, % (values are at about 110 or 230 µM). 480,000 compounds, 0.15% hits. AID 1347041, 2019; in the data active = activity change below about -30%; inconclusive = mostly about -25% to -30%;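 note: plate controls were DMSO wells for no effect and wells without enzyme for full effect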
#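 Resorufin fluorescence (ex540/em590), read at 0 and 20 min after diaphorase/resazurin addition, reports the NADH left after a 5 min room-temperature reaction of 2 nM human LDH5 with 0.06 mM NADH and 0.2 mM pyruvate.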
# USP1-UAF1 inh = Inhibitors of USP1/UAF1: Primary Screen; recombinant USP1/UAF1, Ub-Rhodamine cleavage fluorescence; Potency, µM (highest dose often 57.1 µM), for the others: top-dose activity change, negative = inhibition, actives largely listed as inhibitors; 390,000 compounds, 0.23% hits; note: potency is the fitted concentration of half-maximal effect; % is set by controls: 0 for no effect and ±100 for the full control effect; nearly all actives have a fitted effect of over 60% in size; inactives centre near -12
# Target sequence (O94782 whole entry, looked up): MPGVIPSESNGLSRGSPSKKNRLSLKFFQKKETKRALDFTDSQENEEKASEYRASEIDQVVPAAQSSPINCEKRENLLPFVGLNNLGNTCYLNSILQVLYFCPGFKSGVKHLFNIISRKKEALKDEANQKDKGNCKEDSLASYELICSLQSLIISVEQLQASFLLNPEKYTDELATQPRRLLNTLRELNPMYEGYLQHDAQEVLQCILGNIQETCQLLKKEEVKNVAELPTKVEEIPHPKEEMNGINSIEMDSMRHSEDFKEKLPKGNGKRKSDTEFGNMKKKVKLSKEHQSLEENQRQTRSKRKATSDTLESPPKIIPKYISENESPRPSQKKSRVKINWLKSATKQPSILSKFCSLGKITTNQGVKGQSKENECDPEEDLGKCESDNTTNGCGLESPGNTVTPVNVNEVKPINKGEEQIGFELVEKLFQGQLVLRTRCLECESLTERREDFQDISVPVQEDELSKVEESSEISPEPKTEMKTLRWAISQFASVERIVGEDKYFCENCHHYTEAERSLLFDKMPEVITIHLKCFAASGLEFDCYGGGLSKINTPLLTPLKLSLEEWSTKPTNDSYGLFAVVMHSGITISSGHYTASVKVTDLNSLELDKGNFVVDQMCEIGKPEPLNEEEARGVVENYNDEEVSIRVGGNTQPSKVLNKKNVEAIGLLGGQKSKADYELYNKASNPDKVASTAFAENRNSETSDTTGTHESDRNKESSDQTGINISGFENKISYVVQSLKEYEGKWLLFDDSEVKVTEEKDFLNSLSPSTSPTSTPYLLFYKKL
#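 1 nM enzyme complex + cpd, 15 min RT; start with Ub-Rho 150nM final; kinetic fluorescence ex 480/em 540, 6 reads q60 s. Buffer 50mM HEPES pH 7.8, 0.5mM EDTA, 0.1 mg/ml BSA, 1mM TCEP, 0.01% Tween-20.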
# mIDH1 inhibitor = qHTS for Inhibitors of mutant isocitrate dehydrogenase 1 (IDH1): qHTS | Isocitrate dehydrogenase [NADP] cytoplasmic (Homo sapiens), O75874 | IDH1-R132H enzyme, NADPH consumption, diaphorase/resazurin fluorescence | Potency, µM (highest dose often 76.6 µM), for the others: at the top dose activity change, negative = inhibition, most hits filed as inhibitors | 390,000 compounds, 0.093% hits | AID 602179, 2012; note: potency is the fitted concentration of half-maximal effect; % is set by controls: 0 for no effect and ±100 for the full control effect; nearly all actives have a fitted effect of over 65% in size
#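 IDH1-R132H (0.5 ug/mL dispensed) in pH 7.5 Tris buffer was preincubated 30 min with compound, then given a substrate mix of 0.016 mM NADPH and 2 mM alpha-KG for 80 min at room temperature; remaining NADPH was read by diaphorase/resazurin fluorescence.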
# An asterisk follows results filed as active; ? = inconclusive; nt = no result given; & = joins results of further samples; [ ] = another dose, or the depositor's remark. Unless noted, calls come from the whole dose curve; as a rule, active = well fitted curve in the direction sought with a large enough effect; inconclusive = small, poorly fitted or top-dose-only effect, or another doubt; inactive = no such curve, though single readings can be large; an effect the other way counts as inactive or inconclusive. A portion of the library. The share of hits here may be higher or lower than overall.
No.	SMILES	RGS4 inhibitor	USP1-UAF1 inh	TrxR1 inh	LDHA inh	mIDH1 inhibitor	Vif-A3G inh	Vif-A3F inh	Glioma ERSR ind	TrxR1 substrate
1	CCOC(=O)c1c(C)n(C)c2ccc(OC)c(NC(=O)CN3CCC(C(=O)OCC)CC3)c12	-6%	-7%	-1%	-1	1%	0%	1%	1%	-1%
2	CS/C(=N/S(=O)(=O)c1ccc(C)cc1)c1ccccc1	0%	8%	-11%	-3	0%	-9%	-2%	-3%	-12%
3	Cc1cc(Nc2cccc([N+](=O)[O-])c2)c2ccccc2n1	3%	-26%	13%[57.1 µM]	-9	-1%	0%	-25%	-8%	8%[57.1 µM]
4	Nn1c(COc2cccc(Br)c2)nnc1SCC(=O)N1CCc2ccccc2C1	6%	-24%	-1%	0	7%	-6%	nt	-5%	-2%
5	CCOC(=O)c1[nH]c2c(OCC)nc(OCC)nc2c1Br	-19%	-6%	-19%	-4	3%	-1%	0%	-7%	-8%
6	O=C(O)CCCCCCCCc1cn(Cc2ccc(C(=O)c3ccccc3)cc2)nn1	21%	-13%	-3%&19%	-6	-4%	-13%&-25%	-3%	-2%&-5%	-6%&8%
7	COCCNC(=O)CN(c1ccc(F)cc1)S(=O)(=O)c1ccc2c(c1)OCCO2	19%	-20%	-6%	-9	-12%	-10%	-3%	-1%	-8%
8	C=CCNS(=O)(=O)c1cc(S(=O)(=O)NCC=C)c(OC)cc1OC	-53%	3%	26%[57.1 µM]	-8	11%	0%	3%	1%	8%[57.1 µM]
9	C/C=C\C=C/C(=O)Nc1cccc(C2=NOC3(C2)C[C@H](C(N)=O)N(C(=O)c2ccc(OC)cc2)C3)c1 (stereo not given in full)	?	-27%	?	4	-3%	-13%	-1%	-4%	9%[57.1 µM]
10	COc1ccc(S(=O)(=O)N2CCCCC2)cc1C(C)C	-30%	-23%	22%	5	9%	-8%	3%	-6%	-10%[57.1 µM]
11	CCC(NCc1cccnc1)c1ccc(OC)c(OC)c1 (stereo not given)	-6%	4%	14%	1	-7%	0%	0%	-4%	2%
12	CC(C)(C)NC(=O)C(c1cccs1)N(Cc1ccco1)C(=O)c1csnn1 (stereo not given)	-14%	5%	-30%[57.1 µM]	-1	-2%	0%	8%	-3%	6%[0.0914 µM]
13	CCOC(=O)CSC(CC)C(=O)Nc1nnc(CC)s1 (stereo not given)	-13%	-17%	12%[57.1 µM]	4	5%	-1%	-3%	-4%	3%[57.1 µM]
14	COc1ccc(Cl)cc1N(C)C(=O)c1cc2c(=O)oc3ccc(C)cc3c2s1	10%	-20%	27%	0	10%	?	-6%	-2%	10%
15	COc1cc2c(-c3ccc4c(c3)OCO4)c(-c3ccsc3)oc(=O)c2cc1OC	7%	-12%	41%[activator]	-4	10µM*	1%	1%	2%	12%

# New compounds follow
No.	SMILES	RGS4 inhibitor	USP1-UAF1 inh	TrxR1 inh	LDHA inh	mIDH1 inhibitor	Vif-A3G inh	Vif-A3F inh	Glioma ERSR ind	TrxR1 substrate
16	O=C(NCc1ccccc1Cl)C1CCN(S(=O)(=O)N2CCCCCC2)CC1	38%	-8%	24%	-6	14%	0%	-12%	-1%	5%
17	Cc1cccc(CNC(=O)CN2CC(C)Sc3ccccc32)c1 (stereo not given)	-1%	-33%	11%[57.1 µM]	-5	5%	-5%	-5%	-1%	0%[57.1 µM]
18	CC1CCC(NC(=O)Cn2ncc3ccccc32)CC1 (stereo not given)	-18%	-27%	8%	0	1%	-1%	-7%	6%	-1%
19	COCCCNC(=O)C1=CCN(S(=O)(=O)c2ccc(C)cc2)CC1	12%	-18%	18%	-2	-7%	0%	-2%	-4%	10%
20	CN(CCOc1ccccc1)C(=O)C1CCC(=O)N(CCc2ccc(Cl)cc2)C1 (stereo not given)	-34%	-11%	-14%	1	9%	-6%	-11%	0%	0%
21	O=C(NC1=NCCS1)c1cc(-c2cccc(Br)c2)nc2ccccc12	21%	-1%	14%	4	1%	-6%	-8%	0%	-7%
22	O=C(NN1CCN(Cc2ccccc2)CC1)c1ccc(N2CCOCC2)c([N+](=O)[O-])c1	14%	-17%	10%	3	0%	10%	-2%	-5%	3%
23	CC(C)Sc1oc(-c2ccco2)nc1S(=O)(=O)c1ccccc1	-26%	?	?	8	3%	1%	-6%	-4%	-9%
24	Cc1cc(NC(=O)CC(C)C)cc(-c2nc3ncccc3o2)c1O	-1%	-19%	7%	0	0%	1%	2%	-1%	0%
25	CC(C)c1ccc(NC2CCCN(C(=O)CCCn3cncn3)C2)cc1 (stereo not given)	-2%	-17%	2%	2	-1%	3%	6%	1%	0%
26	COc1cc(C(=O)NCCCNc2nc3c(C)cc(C)cc3cc2C#N)cc(OC)c1OC	8%	-22%	13%	-6	-2%	0%	3%	0%	22%
27	Cc1onc(-c2ccccc2Cl)c1C(=O)Nc1cccc(S(=O)(=O)NC2=NCCC2)c1	-3%	-4%	6%	-15	-9%	-2%	?	1%	-7%[57.1 µM]
28	Nc1nnc(-c2cc3ccccc3oc2=O)s1	-3%	-9%	4%[57.1 µM]	-1	-2%	0%	-1%	0%	9%[57.1 µM]
29	COc1ccc(C(=O)c2coc3ccc(OC(C)=O)cc23)cc1	3%	-21%	-7%[57.1 µM]	-11	4%	3%	6%	-10%	1%[57.1 µM]
30	CSc1nc(SCC(=O)O)c2c3c(sc2n1)COC(C)(C)C3	-9%	-24%	-13%	-1	0%	0%	4%	-1%	9%

# More records follow.
No.	SMILES	RGS4 inhibitor	USP1-UAF1 inh	TrxR1 inh	LDHA inh	mIDH1 inhibitor	Vif-A3G inh	Vif-A3F inh	Glioma ERSR ind	TrxR1 substrate
31	Cc1ccc(/C=C2/Sc3ccccc3N(CC(=O)NCCCOC(C)C)C2=O)cc1	5%	-8%	-20%	-7	2%	0%	4%	1%	12%
32	Cc1cc(C)n(CC(=O)c2ccc(Cl)cc2)n1	-27%	-9%	4%[57.1 µM]	-7	4%	1%	-10%	-2%	4%[57.1 µM]
33	Cc1cc(C)cc(OC(=O)c2cc(-c3ccc(Cl)cc3)on2)c1	12%	-11%	37%[activator]	-3	-9%	2%	5%	0%	2%
34	COc1ccccc1N(C(=O)c1csnn1)C(C(=O)NC1CCCC1)c1ccccc1 (stereo not given)	7%	-15%	4%	-10	3%	3%	13%	-1%	-5%
35	O=C(NC1CCCCC1)C12CC3CC(CC(Cl)(C3)C1)C2	-15%	-6%	-3%	-3	1%	0%	1%	-5%	-3%
36	O=C(Nc1cccc(Cl)c1)N1CCSc2ccccc21	-8%	-12%	17%	3	36%[activator]	1%	6%	-2%	1%
37	CCCc1sc(N/N=C/c2ccccn2)nc1-c1ccc(F)cc1	1%	-14%	4%	5	2%	-17%	-11%	-3%	-2%
38	CC(=O)Nc1ccc(NC(=O)c2ccccc2Sc2ccc([N+](=O)[O-])cc2Cl)cc1	-1%	-14%	0%	1	3%	-5%	?	-5%	-3%
39	CCc1cccc(NC(=O)CS(=O)Cc2nc(-c3ccc(C)cc3)oc2C)c1 (stereo not given)	-8%	-15%	5%[57.1 µM]	2	5%	-1%	3%	2%	3%[57.1 µM]
40	CCn1c(COc2cccc(C)c2)nnc1SCC(=O)Nc1cccc(C(=O)O)c1	-43%	2%	-1%[57.1 µM]	-3	3%	1%	-7%	-2%	5%[57.1 µM]

# Random excerpt: 5 compounds from above
No.	SMILES	RGS4 inhibitor	USP1-UAF1 inh	TrxR1 inh	LDHA inh	mIDH1 inhibitor	Vif-A3G inh	Vif-A3F inh	Glioma ERSR ind	TrxR1 substrate
29	COc1ccc(C(=O)c2coc3ccc(OC(C)=O)cc23)cc1	3%	-21%	-7%[57.1 µM]	-11	4%	3%	6%	-10%	1%[57.1 µM]
23	CC(C)Sc1oc(-c2ccco2)nc1S(=O)(=O)c1ccccc1	-26%	?	?	8	3%	1%	-6%	-4%	-9%
21	O=C(NC1=NCCS1)c1cc(-c2cccc(Br)c2)nc2ccccc12	21%	-1%	14%	4	1%	-6%	-8%	0%	-7%
12	CC(C)(C)NC(=O)C(c1cccs1)N(Cc1ccco1)C(=O)c1csnn1 (stereo not given)	-14%	5%	-30%[57.1 µM]	-1	-2%	0%	8%	-3%	6%[0.0914 µM]
5	CCOC(=O)c1[nH]c2c(OCC)nc(OCC)nc2c1Br	-19%	-6%	-19%	-4	3%	-1%	0%	-7%	-8%
